CD40 NFkB inh = CD40 pathway inhibition in BL2 cells; inhibition, % at 10 µM; hit rate 0.94% among 83,000; BL2 NF-kB luciferase reporter, CD40L-induced, 4 h;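 active = mean inhibition of at least 50% with a set share of replicates also reaching that level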;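 also: 0% = neutral control wells and 100% = IKK inhibitor VII at 50 µM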
* hit, by the source's call; & = joins results of further samples; [ ] = remark or other dose. An excerpt (hit frequency here may not be typical).

Start of the listing, in advance, 6 compounds:
[1] Cc1ccc(-c2noc(C3CCN(S(C)(=O)=O)CC3)n2)o1
  CD40 NFkB inh: -40
[2] CC(=O)c1cccc(Oc2ncccn2)c1
  CD40 NFkB inh: -1
[3] Nc1nc2c3ccccc3nc(Cc3ccccc3)n2n1
  CD40 NFkB inh: 9
[4] COCC(=O)N1CC(=O)N2[C@H](C1)[C@H](c1ccc(-c3ccccc3F)cc1)[C@@H]2CO
  CD40 NFkB inh: 4[25 µM]
[5] C[C@H](O)C#Cc1ccc([C@@H]2[C@@H](CO)N3CCCCN(C(=O)c4ccncc4)C[C@H]23)cc1
  CD40 NFkB inh: 2[25 µM]
[6] Cc1cc(C)c(C)c(OCC(=O)NCCN(C)C)c1
  CD40 NFkB inh: 2

The list itself, from the first entry:
[1] Cc1ccc(-c2noc(C3CCN(S(C)(=O)=O)CC3)n2)o1
  CD40 NFkB inh: -40
[2] CC(=O)c1cccc(Oc2ncccn2)c1
  CD40 NFkB inh: -1
[3] Nc1nc2c3ccccc3nc(Cc3ccccc3)n2n1
  CD40 NFkB inh: 9
[4] COCC(=O)N1CC(=O)N2[C@H](C1)[C@H](c1ccc(-c3ccccc3F)cc1)[C@@H]2CO
  CD40 NFkB inh: 4[25 µM]
[5] C[C@H](O)C#Cc1ccc([C@@H]2[C@@H](CO)N3CCCCN(C(=O)c4ccncc4)C[C@H]23)cc1
  CD40 NFkB inh: 2[25 µM]
[6] Cc1cc(C)c(C)c(OCC(=O)NCCN(C)C)c1
  CD40 NFkB inh: 2
[7] CCCNC(=O)N1CC(=O)N2[C@@H](CO)[C@H](c3ccc(C#CCC4CCCC4)cc3)[C@@H]2C1
  CD40 NFkB inh: -7[25 µM]
[8] CC(=O)Nc1cccc2c1O[C@H](CN(C)S(C)(=O)=O)[C@@H](C)CN(C)C2=O
  CD40 NFkB inh: 8
[9] COc1ccc(NS(=O)(=O)c2cc(NC(=O)c3cncc(Br)c3)ccc2OC)cc1
  CD40 NFkB inh: -7
[10] Cc1cccc(-c2noc(CCC(=O)NCc3ccccc3)n2)c1
  CD40 NFkB inh: 10
[11] CCC(=O)N(CC(C)C)C[C@@H]1[C@@H](c2ccccc2)[C@@H](CO)N1S(C)(=O)=O
  CD40 NFkB inh: -7[25 µM]
[12] COc1ccc(C(=O)/C=C/C(=O)N(CC(=O)NC2CCCCC2)Cc2ccccc2OC)c(O)c1
  CD40 NFkB inh: 2
[13] Cc1ccc(CN2CCN(Cc3cnc(C)s3)CC2CCO)cc1 (stereo unspecified)
  CD40 NFkB inh: 3
[14] Cc1occc1-c1nc(-c2ccncc2)no1
  CD40 NFkB inh: -2
[15] Cc1ccn(CCC(=O)Nc2ccc(-c3ccno3)cc2)n1
  CD40 NFkB inh: 0
[16] O=C(COC(=O)c1ccccc1OCc1ccc(Cl)cc1)NC1CC1
  CD40 NFkB inh: 10
[17] O=C(NC1CCCCC1)[C@H]1[C@H](CO)[C@H]2Cn3c(cccc3=O)[C@H]2N1C(=O)CC1CC1
  CD40 NFkB inh: 5[25 µM]
[18] CC(C)NC(=O)N(C)C[C@H]1Oc2c(cccc2N(C)C)C(=O)N(C)C[C@@H]1C
  CD40 NFkB inh: 5
[19] Cc1ccccc1OCc1nc(-c2ccc(NC(=O)c3ccco3)cc2)no1
  CD40 NFkB inh: -80
[20] CN(C(=O)Cn1cnc2sccc2c1=O)C1CCCCC1
  CD40 NFkB inh: 7
[21] O=C(Nc1ccccn1)c1ccc(Cl)c(S(=O)(=O)N2CCCC2)c1
  CD40 NFkB inh: -80
[22] CC=Cc1ccc2n(c1=O)C[C@@H]1[C@@H](CO)[C@H](C(=O)N[C@@H](C)c3ccccc3)[C@H]2N1Cc1cncnc1 (mixture of isomers)
  CD40 NFkB inh: -9[25 µM]
[23] CCC(C)[C@H](NC(=O)Nc1ccc(C(C)=O)cc1)C(=O)OC (stereo partly specified)
  CD40 NFkB inh: -12
[24] Cc1ccc2ncc([N+](=O)[O-])n2c1
  CD40 NFkB inh: 19
[25] N#C[C@H]1[C@@H](c2ccccc2-c2ccccc2F)[C@H](CO)N1C(=O)c1ccccn1
  CD40 NFkB inh: -5[25 µM]

Part of the list above, reformatted.
cpd	SMILES	CD40 NFkB inh
21	O=C(Nc1ccccn1)c1ccc(Cl)c(S(=O)(=O)N2CCCC2)c1	-80
2	CC(=O)c1cccc(Oc2ncccn2)c1	-1
13	Cc1ccc(CN2CCN(Cc3cnc(C)s3)CC2CCO)cc1 (stereo unspecified)	3

Filtered by structure, the entries above containing a Cl atom.
[16] O=C(COC(=O)c1ccccc1OCc1ccc(Cl)cc1)NC1CC1
  CD40 NFkB inh: 10
[21] O=C(Nc1ccccn1)c1ccc(Cl)c(S(=O)(=O)N2CCCC2)c1
  CD40 NFkB inh: -80

Back to the main list, starting 6 compounds before the break.
[20] CN(C(=O)Cn1cnc2sccc2c1=O)C1CCCCC1
  CD40 NFkB inh: 7
[21] O=C(Nc1ccccn1)c1ccc(Cl)c(S(=O)(=O)N2CCCC2)c1
  CD40 NFkB inh: -80
[22] CC=Cc1ccc2n(c1=O)C[C@@H]1[C@@H](CO)[C@H](C(=O)N[C@@H](C)c3ccccc3)[C@H]2N1Cc1cncnc1 (mixture of isomers)
  CD40 NFkB inh: -9[25 µM]
[23] CCC(C)[C@H](NC(=O)Nc1ccc(C(C)=O)cc1)C(=O)OC (stereo partly specified)
  CD40 NFkB inh: -12
[24] Cc1ccc2ncc([N+](=O)[O-])n2c1
  CD40 NFkB inh: 19
[25] N#C[C@H]1[C@@H](c2ccccc2-c2ccccc2F)[C@H](CO)N1C(=O)c1ccccn1
  CD40 NFkB inh: -5[25 µM]
[26] CC1(c2ccccc2Cl)NC(=O)N(CC(=O)Nc2ccc(N3CCCCC3)cc2)C1=O (stereo unspecified)
  CD40 NFkB inh: -6
[27] COc1ccc(OCCN2CCN(S(=O)(=O)c3ccccc3C#N)CC2)cc1
  CD40 NFkB inh: 9
[28] O=C(Nc1ccc2c(c1)OCO2)N1CCCC1
  CD40 NFkB inh: -38
[29] CCN(CC)S(=O)(=O)c1ccc(NC2CCCc3ccccc32)nc1 (stereo unspecified)
  CD40 NFkB inh: 1
[30] CC(C)NC(=O)N(C)C[C@@H]1Oc2c(NS(C)(=O)=O)cccc2C(=O)N(C)C[C@@H]1C
  CD40 NFkB inh: 2
[31] O=C(O)C1C2CC2CN1C(=O)c1ccc(Cl)cc1Cl (stereo unspecified)
  CD40 NFkB inh: 2
[32] COc1ccc(C(=O)N2C[C@@H]3[C@H](c4ccccc42)[C@@H](CO)N3C(=O)NC(C)C)cc1
  CD40 NFkB inh: 2[25 µM]
[33] CS(=O)(=O)N1C[C@@H]2C(c3ccc(-c4ccc(F)cc4)cc3)[C@H](C1)N2CC1CC1 (stereo partly specified)
  CD40 NFkB inh: -1
[34] COc1cccc(N2C(=O)[C@H]3C(C(=O)c4cnccn4)=NN[C@H]3C2=O)c1
  CD40 NFkB inh: -4
[35] N#C[C@H]1[C@@H](c2ccc(C3=CCCCC3)cc2)[C@H](CO)N1S(=O)(=O)c1ccccc1
  CD40 NFkB inh: -2[25 µM]
[36] CSCCC(NC(=O)c1ccccc1Br)C(=O)NCC(C)(C)N1CCOCC1 (stereo unspecified)
  CD40 NFkB inh: 6
[37] Cn1c(=O)c2c(ncn2CC(=O)Nc2ccccc2Sc2ccccc2)n(C)c1=O
  CD40 NFkB inh: 24
[38] COC(=O)c1ccc(COC(=O)CCNS(=O)(=O)c2ccc(C)c(C)c2)cc1
  CD40 NFkB inh: 3
[39] O=C(OCC(=O)N1CCN(c2ccccc2)CC1)c1ccc2ncsc2c1
  CD40 NFkB inh: -9
[40] O=C(Nc1ccccc1F)N1C[C@H]2[C@@H](c3ccccc31)[C@H](CO)N2C(=O)C1CCCC1
  CD40 NFkB inh: -43
[41] Cc1ccc(C)c(-n2nnnc2Sc2nc([N+](=O)[O-])nn2C)c1
  CD40 NFkB inh: 8
[42] COc1ccc(OC)c(NC(=O)CN(Cc2ccccc2)S(C)(=O)=O)c1
  CD40 NFkB inh: 8
[43] CCCNC(=O)N1[C@@H](CO)[C@@H](c2ccccc2)[C@@H]1CNC(=O)c1cccc(F)c1
  CD40 NFkB inh: 3
[44] C/C=C/c1ccc(C2[C@H]3CNC[C@@H]2N3Cc2cccc(F)c2)cc1 (stereo partly specified)
  CD40 NFkB inh: -3&0
[45] CCOC(=O)c1ccc(N2C(=O)c3n[nH]c(C)c3C2c2ccccn2)cc1 (stereo unspecified)
  CD40 NFkB inh: 0
[46] C[C@H](NC(=O)CCCn1nnc2ccccc2c1=O)C(=O)O
  CD40 NFkB inh: 3
[47] Cc1ccc(C(C)C)c(OCC(=O)NCC(c2cccs2)N2CCOCC2)c1 (stereo unspecified)
  CD40 NFkB inh: 17
[48] CCN(C(=O)COC(=O)c1sccc1C)c1c(N)n(Cc2ccccc2)c(=O)[nH]c1=O
  CD40 NFkB inh: 2
[49] CC1CCN(C(=O)C2c3ccccc3C(=O)N3CCc4ccccc4C23)CC1 (stereo unspecified)
  CD40 NFkB inh: 0
[50] O=C(c1cccs1)N1CCN(CCCc2ccccc2)CC1
  CD40 NFkB inh: -3

[51] Cn1cccc1C(=O)OCC(=O)Nc1cccc(S(=O)(=O)N2CCOCC2)c1
  CD40 NFkB inh: 5
[52] O=C(NCCC1=CCCCC1)c1ccc2c(c1)N(Cc1ccccc1)C(=O)CS2
  CD40 NFkB inh: 12
[53] CCOc1ccc(-c2cc(C(=O)OC)nc3c2c(=O)n(C)c(=O)n3C)cc1
  CD40 NFkB inh: 6
[54] CO[C@@H]1CN(C)C(=O)c2cc(NS(C)(=O)=O)ccc2OC[C@H](C)N(Cc2cncnc2)C[C@@H]1C
  CD40 NFkB inh: -11[25 µM]
[55] C[C@H]1CN([C@@H](C)CO)C(=O)CCCn2nncc2CO[C@H]1CN(C)C(=O)Nc1ccnc(N2CCOCC2)c1
  CD40 NFkB inh: -2[25 µM]
[56] COc1ccc(-c2ccccc2[C@@H]2[C@@H](C#N)N(C(=O)c3cccnc3)[C@@H]2CO)cc1
  CD40 NFkB inh: -5[25 µM]
[57] CN(C)c1ccc(C=NCC2COc3ccccc3O2)cc1 (stereo unspecified)
  CD40 NFkB inh: 1
[58] Cc1cccc2sc(N(CCCN3CCOCC3)C(=O)CS(=O)(=O)c3ccc(F)cc3)nc12
  CD40 NFkB inh: -13
[59] O=C(Nc1ccc(F)cc1)N1[C@@H]2CNc3ccccc3[C@@H]2[C@@H]1CO
  CD40 NFkB inh: 14[25 µM]
[60] COc1cccc(OCc2ccc(Cn3nc(NC(=O)NCCc4ccc(OC)c(OC)c4)c4ccccc43)cc2)c1
  CD40 NFkB inh: -10
[61] S=C1SCCN1Cc1ccccc1
  CD40 NFkB inh: -1
[62] CCN1CCN(C(CNS(=O)(=O)c2ccccc2)c2ccccc2)CC1 (stereo unspecified)
  CD40 NFkB inh: 10
[63] O=C(O)CCCC(=O)NCCc1cccc(Cl)c1
  CD40 NFkB inh: 6
[64] C[C@H](CO)N1C[C@H](C)[C@H](CN(C)S(=O)(=O)c2ccc3ccccc3c2)OCc2cnnn2CCCC1=O
  CD40 NFkB inh: 10[25 µM]
[65] O=C(Nc1nnc(CC2=CCCCC2)s1)c1cccs1
  CD40 NFkB inh: -60
[66] CCC(=O)N1[C@H](CO)[C@@H](c2ccccc2)[C@@H]1CN(C)C(=O)c1ccccc1F
  CD40 NFkB inh: -17[25 µM]
[67] COc1cc(S(=O)(=O)N2CCCCC2)ccc1NC(=O)Cc1ccccc1
  CD40 NFkB inh: 17
[68] CCC(NC(C)C)C(O)c1ccc(O)c(O)c1 (stereo unspecified)
  CD40 NFkB inh: -20
[69] Cc1ccc2nc(C)c3c(c2c1)OC(C(C)(Cl)Br)C3 (stereo unspecified)
  CD40 NFkB inh: 16
[70] O=C(COC(=O)c1ccco1)Nc1nc2ccccc2s1
  CD40 NFkB inh: -10
[71] COCC(=O)N1[C@@H](C#N)[C@H](c2ccccc2-c2cccc(F)c2)[C@@H]1CO
  CD40 NFkB inh: -21[25 µM]
[72] CCOc1ccc(-n2nc3c(SCCN4CCCC4)nnc(C)c3c2C)cc1
  CD40 NFkB inh: 17
[73] CCC(C)c1ccc(NC(=O)c2cccnc2)cc1 (stereo unspecified)
  CD40 NFkB inh: -108
[74] CCC(C)Sc1ccc(-c2nc3cnccn3c2NC2CCCCC2)cc1 (stereo unspecified)
  CD40 NFkB inh: -79
[75] O=C(COc1ccccc1-c1ccccc1)N/N=C/c1cccnc1
  CD40 NFkB inh: 18
[76] O=C(C1CCCCC1)N1CCCc2ccccc21
  CD40 NFkB inh: 10

Screens (PubChem)
